PI5P4Ka inh: blocks human PI5P4K alpha kinase activity; P48426; PI5P4Kalpha enzyme, ADP-Glo luminescence, 60 min; active compounds read low; hit rate 1.2% among 330,000; max response, %; AID 652105; active means max response of -50% or lower; inconclusive means between -30% and -50%; inactive means -30% or higher; further: value at the top dose of about 77 µM; on the % scale 0 is the no-effect control and ±100 the full control effect
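Single end-point luminescence (ADP-Glo) quantified ADP from PI5P4Kalpha turnover; ATP 5 microM final, 1 h at RT, 0.1% CHAPS and 0.28 mM EGTA in HEPES pH 7.4.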
PTHR1 ag: activates the human parathyroid hormone receptor PTHR1; Q03431; HEK293 GP2 PTHR1 cells, GloSensor cAMP luminescence, 1 h; Potency, µM (highest dose often 115 µM), for inactives: at the highest dose activation, actives largely listed as activators; hit rate 0.075% among 410,000; further: potency means the concentration at half of the fitted maximal effect; nearly all actives have a fitted effect of over 55% in size; some results filed as inactive show a strong effect at the top dose; inactives centre near -15; many of its hits are not listed in these tables
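HEK-293-derived GP2 cells expressing PTHR1 and a GloSensor cAMP reporter, 3,000/well, plated overnight, given luciferin plus IBMX (each 0.5 mM as added) for 1 h at 37 °C, then compound for 1 h at 37 °C. Luminescence was read after 15 min at room temperature.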
IL2 activator: activates IL-2 in a cell-based reporter assay; IL-2 activation reporter assay, cell-based qHTS; stimulated with anti-CD3/CD4/CD28 beads; in transgenic mouse T cells; activation, % (series mostly up to about 46 µM); hit rate 0.065% among 360,000; AID 652025; in the data active means activation above about 50%; inconclusive means mostly about 30% to 49%; further: 0% is about no effect
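Readout: EGFP and DsRed signals by fluorescent plate cytometry. Unstimulated transgenic mouse T cells received compound 60 min before antibody-bead stimulation, then incubated 18 h at 37 degrees C.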
PLK1 PBD inh: blocks phosphopeptide binding to human PLK1 polo-box domain; P53350; hit rate 2.8% among 360,000; Plk1 PBD binding of FITC phosphopeptide, fluorescence polarization; Potency, µM, inactives show max response, negative = inhibition, hits mostly inhibitors; further: potency means the concentration at half of the fitted maximal effect; series mostly up to about 57 µM; on the % scale 0 is the no-effect control and ±100 the full control effect; nearly all actives have a fitted effect of over 65% in size
Target sequence (P53350 whole entry, looked up, the tested form may be a part): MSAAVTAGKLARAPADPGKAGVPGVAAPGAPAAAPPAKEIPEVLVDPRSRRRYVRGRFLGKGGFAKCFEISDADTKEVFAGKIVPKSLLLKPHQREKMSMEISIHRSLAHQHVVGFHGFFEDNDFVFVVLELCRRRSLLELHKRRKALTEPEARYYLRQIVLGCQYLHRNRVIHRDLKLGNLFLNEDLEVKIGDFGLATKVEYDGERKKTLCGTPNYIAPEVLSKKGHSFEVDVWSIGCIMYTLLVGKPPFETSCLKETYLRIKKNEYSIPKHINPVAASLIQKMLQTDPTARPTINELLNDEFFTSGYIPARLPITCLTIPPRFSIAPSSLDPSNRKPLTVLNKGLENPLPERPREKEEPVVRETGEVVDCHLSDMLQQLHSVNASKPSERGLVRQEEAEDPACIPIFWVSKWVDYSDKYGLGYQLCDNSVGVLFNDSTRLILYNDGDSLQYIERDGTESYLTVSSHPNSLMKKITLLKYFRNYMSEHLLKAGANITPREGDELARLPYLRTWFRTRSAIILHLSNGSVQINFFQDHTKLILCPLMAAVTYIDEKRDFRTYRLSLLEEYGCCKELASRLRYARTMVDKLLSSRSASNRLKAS
GLP1R ag: activates the human GLP-1 receptor; P43220; HEK293 GLP-1R CRE-luciferase, luminescence, 4-6 h; cells express a hypersensitive GLP-1R form; Potency, µM (highest dose often 45.6 µM), inactives show at the top dose activation, most hits filed as activators; hit rate 0.007% among 380,000; AID 624172; further: potency means the concentration at half of the fitted maximal effect; % of control where 0% means no effect
Target sequence (P43220 whole entry, looked up): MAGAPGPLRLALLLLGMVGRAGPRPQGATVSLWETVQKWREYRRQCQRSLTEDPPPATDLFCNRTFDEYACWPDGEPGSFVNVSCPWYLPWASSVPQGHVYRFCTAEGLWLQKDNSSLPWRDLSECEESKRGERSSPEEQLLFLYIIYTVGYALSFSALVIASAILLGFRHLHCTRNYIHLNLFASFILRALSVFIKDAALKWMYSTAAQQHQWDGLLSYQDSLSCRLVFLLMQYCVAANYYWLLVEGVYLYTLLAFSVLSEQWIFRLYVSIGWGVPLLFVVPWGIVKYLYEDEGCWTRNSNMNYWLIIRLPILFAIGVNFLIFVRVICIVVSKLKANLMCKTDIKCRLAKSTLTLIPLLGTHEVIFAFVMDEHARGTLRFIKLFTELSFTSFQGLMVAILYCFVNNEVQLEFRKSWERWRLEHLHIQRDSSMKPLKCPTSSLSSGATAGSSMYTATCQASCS
HEK293 tox: cytotoxic in the GLP-1 receptor inverse agonist counter-screen; HEK293 cAMP-luciferase reporter cells, luminescence, 24 h; Potency, µM (highest dose often 38.3 µM), inactives show at the top dose activity change, negative = inhibition, usual class: inhibitors; hit rate 0.13% among 410,000;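 further: loss of luciferase light is scored as toxicity; potency means the concentration at half of the fitted maximal effect; on the % scale 0 is the no-effect control and ±100 the full control effect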
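Cells in DMEM/10% Nu serum/1% pen-strep, 1536-well format. Pre-incubated 12 h, dosed with 23 nL compound, incubated a further 24 h. Luciferase detection, 12 min at room temp, luminescence.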
GLP1R inv ag: inverse agonists of human GLP-1 receptor | P43220 | HEK293 GLP-1R CRE-luciferase, luminescence, 24 h; GLP-1R form is constitutively active | Potency, µM (top dose mostly 38.3 µM), inactives show top-dose activity change, negative = inhibition, actives largely listed as inhibitors | hit rate 1.6% among 410,000; further: potency means the concentration at half of the fitted maximal effect; on the % scale 0 is the no-effect control and ±100 the full control effect; nearly all actives have a fitted effect of over 55% in size
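GLP-1R inverse agonism mode: basal reporter luminescence in engineered HEK293 cells measured after one day of compound exposure at 37 deg C, with a 12 min room-temperature detection step.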
EPAC1 agonist: activates human EPAC1 exchange factor | O95398 | EPAC1 agonist qHTS, biochemical assay; response scale: 100% = response to 6.5 mM cAMP | Potency, µM (series often up to 154 µM), inactives show at the top dose activation, actives largely listed as activators | hit rate 0.073% among 360,000 | AID 720707; further: potency means the concentration at half of the fitted maximal effect; nearly all actives have a fitted effect of over 60% in size
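Nucleotide exchange by EPAC1 (100 nM) on Rap1B–BODIPY-GDP (250 nM) in the presence of 50 uM GDP is tracked fluorescently at 480/540 nm over 30 min. Signals are normalized to a 6.5 mM cAMP control.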
EPAC1 antagonist: antagonists of human EPAC1 | O95398 | EPAC1 GEF assay, Rap1b-BODIPY-GDP exchange fluorescence | Potency, µM (titrated, usually from 115 µM), for inactives: at the highest dose activity change, negative = inhibition, most hits filed as inhibitors | hit rate 0.14% among 360,000 | AID 720709;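 further: potency means the concentration at half of the fitted maximal effect; plate controls were vehicle for no effect and positive control for full effect; nearly all actives have a fitted effect of over 50% in size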
Numbers without * were called inactive; i = inactive; ? = inconclusive; . = no result given; [ ] = dose if it differs, or a comment. Unless noted, the call rests on the fitted dose curve; in most records, active means well fitted curve in the direction sought with a large enough effect; inconclusive means small, poorly fitted or top-dose-only effect, or another doubt; inactive means no such curve, though single readings can be large; an effect the other way counts as inactive or inconclusive.

Order of values – PI5P4Ka inh, PTHR1 ag, IL2 activator, PLK1 PBD inh, GLP1R ag, HEK293 tox, GLP1R inv ag, EPAC1 agonist, EPAC1 antagonist
- Cn1c(Cn2c(=O)sc3ccccc32)nnc1SCc1cccnc1
    0, -5%, -3.5, 9%, 1%, -14%, 13%, 2%, 2%
- Cc1ccc(N(C(=O)CS(=O)CC(=O)Nc2ccc(F)cc2)C(C)C(=O)NC(C)(C)C)cc1 (stereo not drawn)
    4, i, 3.0, -12%, 2%, 10%, -9%, 1%, -1%
- CC1CN(C(=O)c2cc3ccccc3oc2=O)CC(C)O1 (stereo not drawn)
    ., -2%, -2.1, ?, 0%, 14%, -2%, -1%, 26%
- COc1ccc(C(=O)Nc2ccc(C(=O)Nc3cccc(C)c3)cc2)cc1
    2, -34%, -1.1, 5%, -1%, -18%, 15%, -7%, -4%
- Cc1cccc(C(=O)OCC(=O)NCCCc2ccccc2)c1
    14, -26%, 0.3, -29%, 4%, -3%, -1%, -2%, -1%
- COc1cccc(NC(=O)Cn2c3ccccc3c3nc4n(c(=O)c32)CCCS4)c1
    1, i, -0.7, -6%, 8%, 2%, 15%, 8%, -11%
- O=C(C[n+]1ccccc1)Nc1ccccc1Br
    1, -9%, -2.8, 6%, 1%, -13%, -11%, -2%, 12%
- O=C(c1cccc(F)c1)N1CCN(C(=O)C(c2ccccc2)c2ccccc2)CC1
    4, -3%, -2.1, -16%, 0%, 0%, -25%, 0%, -23%
- Fc1ccc(-c2nc3ccc(Br)cn3c2Cc2ccsc2)cc1
    -29, 7%, 0.3, -1%, -3%, -14%, -7%, -8%, 6%
- O=C(Nc1ccc(Cl)cc1)Nc1cccnc1
    ., -3%, -1.5, -9%, 0%, -7%, ?, 9%, 2%
- O=C(c1ccsc1)N1CCCC(N2CCN(c3cccc(C(F)(F)F)c3)CC2)C1 (stereo not drawn)
    12, i, -2.0, -2%, 6%, -11%, ?, 7%, -2%
- Cc1cccc(C)c1NC(=O)C(c1ccccc1)N1CCN(c2ccc(F)cc2)CC1 (stereo not drawn)
    4, -24%, -0.5, -7%, 0%, 2%, 7%, 3%, -9%
- CC(C)(C)C(=O)Nc1nnc(SCc2cccc(F)c2)s1
    10, -14%, 1.3, -4%, 25%, 4%, ?, -4%, -13%
- COc1ccc(N(CC(=O)NCc2ccc(Cl)cc2)S(=O)(=O)c2c(C)n[nH]c2C)cc1
    3, i, -1.4, -12%, 13%, -2%, -17%, 7%, 17%
- COc1ccccc1N(CC(=O)NCc1ccccn1)S(C)(=O)=O
    ., i, 0.1, -8%, -8%, 5%, -4%, 4%, -2%
- Cc1nc(C(F)(F)F)ccc1C(=O)N1CCC1(C)C(=O)NS(=O)(=O)c1cccc(C#N)c1 (stereo not drawn)
    -4, -6%, 0.0, -2%, -7%, 3%, 14%, -2%, -9%
- N#Cc1cnn2ccc(-c3ccc4c(c3)CCC4)nc12
    8, -55%[inhibitor], -3.2, -4%, 2%, -1%, 12%, -2%, -15%
- O=C(NCc1csc2ccc(Cl)cc12)Nc1cccc2ccccc12
    11, -24%, 11, -11%, 1%, 0%, 13%, -7%, -3%
- Cc1ccc(-c2nc(CS(=O)(=O)CC(=O)N3CCCCCC3)c(C)o2)cc1
    -2, -40%[inhibitor], -1.1, -12%, 3%, -11%, 10µM*, -3%, -29%
- CC1CCN(C(=O)COC(=O)/C=C/c2ccc(Br)o2)CC1
    -8, -60%, 0.6, -15%, 1%, -16%, 4%, -5%, 13%
- COC(=O)c1cc(C#N)c(Oc2cccc(C)c2C)nc1C
    15, -19%, -1.8, -2%, -1%, 1%, 1%, 8%, -9%
- COC(=O)c1sc(N2C(=O)C(=O)/C(=C(/O)c3ccc(C)cc3)C2c2ccco2)nc1C (stereo not drawn)
    -7, -16%, 1.5, ?, 3%, 9%, 1%, -1%, 2%
- Cc1ccccc1-c1nc(C(N)=O)c2c(n1)n(-c1ccc3c(c1)OCO3)c(=O)n2C
    ., -5%, ., ., 0%, -18%, 7%, ., .
- COc1cc(C(=O)NCc2ccccc2Cl)ccc1OCC(=O)N1CCOCC1
    -9, i, -5.1, -1%, -6%, -5%, 0%, 3%, -18%
- O=S(=O)(NC1CCN(Cc2ccccc2)CC1)c1ccc2ccccc2c1
    -4, i, -2.9, -4%, 11%, 8%, ?, -6%, -24%
- CCOc1ccc(OCCC(=O)OC(C)C(=O)Nc2ccc(Cl)cn2)cc1 (stereo not drawn)
    6, -16%, -3.0, 2%, -3%, 9%, 4%, 3%, -1%
- Cc1[nH]c(-c2ccc(F)cc2)cc1C(=O)N1CCN(c2ccccc2F)CC1
    2, i, -4.0, 3%, 3%, 1%, ?, 10%, ?
- CCOC(=O)C1=C(COC(=O)[C@H](C)NS(=O)(=O)c2ccccc2F)NC(=O)NC1C (stereo partly drawn)
    -5, i, -1.0, 4%, -1%, -8%, 3%, 2%, 3%
- CN(C)c1ccc2c(c1)Sc1cc(N(C)C)ccc1N2C(=O)c1ccccc1
    3, -5%, -0.3, 2%, 17%, -13%, ?, 4%, 18%
- CC(C(=O)NCc1ccccc1)N1C(=O)c2ccccc2C1=O (stereo not drawn)
    -2, -9%, 1.7, -3%, -22%, 0%, 9%, -9%, -6%

Following part:
Order of values – PI5P4Ka inh, PTHR1 ag, IL2 activator, PLK1 PBD inh, GLP1R ag, HEK293 tox, GLP1R inv ag, EPAC1 agonist, EPAC1 antagonist
- COc1cc([N+](=O)[O-])ccc1NC(=O)CN1CCOCC1
    1, -20%, 0.0, -5%, 1%, -2%, 16%, 5%, -1%
- CC(=O)Nc1ccc(NC(=O)C(=O)NCC(c2ccco2)N2CCc3ccccc32)cc1 (stereo not drawn)
    7, -1%, -1.0, -7%, -5%, -17%, ?, 1%, -21%
- CCC(C)(C(=O)NC1CCCCC1)N(C(=O)CC1NC(=O)NC1=O)c1c(C)n(C)n(-c2ccccc2)c1=O (stereo not drawn)
    1, i, 2.0, 1%, -1%, 11%[7.66 µM], 51%[activator][7.66 µM], 6%, 7%
- Nc1c(S(=O)(=O)c2cccc(Cl)c2)c2nc3ccccc3nc2n1CCN1CCOCC1
    ., -8%[57.5 µM], -1.2, 0%, ?, 7%, ?, 1%, -1%
- Cc1cc(C(C)(C)C)oc1C(=O)N(CC(=O)NC1CCCC1)Cc1ccc(Cl)cc1
    ., 13%[57.5 µM], -0.4, -9%, 5%, -10%, 7.1µM*, 1%, -20%
- O=C(NCCn1cc(SCc2ccccc2Cl)c2ccccc21)c1cccs1
    ., -28%, ., ., -5%, -3%, ?, ., .
- CC(=O)Nc1cccc(NC(=O)c2ccc3c(c2)CCN3S(C)(=O)=O)c1
    -1, -7%, -0.2, -12%, 3%, -13%, 2%, -4%, -15%
- Cc1cc(C)c(NC(=O)CCN2CCN(Cc3ccccc3)CC2)c(C)c1
    9, -22%, -2.4, -6%, 10%, 4%, ?, 5%, 6%
- COc1ccc(OC)c(NC(=O)N2CCCc3ccccc32)c1
    -2, i, -2.2, -1%, 11%, -2%, -28%, 7%, 1%
- CCS(=O)(=O)N1CCN(Cc2ccc([N+](=O)[O-])cc2)CC1
    4, i, 0.1, 2%, 12%, -1%, 12%, -1%, 11%
- O=C(O)c1ccc(N=NN2CCOCC2)cc1
    -8, i, -0.6, 3%, -5%, ?, 0%, 10%, 6%
- CCc1nnc(NS(=O)(=O)c2ccc(NC(=O)c3cc(Cl)ccc3[N+](=O)[O-])cc2)s1
    5, i, 1.7, -10%, -2%, -1%, 8%, 1%, -9%
- Cc1cccc(C)c1NC(=O)COC(=O)c1cc(=O)[nH]c2ccccc12
    -6, i, 0.3, -13%, -7%, 9%, -11%, 4%, -8%
- COc1ccccc1NC(=O)Cn1cnc2ccc(S(=O)(=O)N3CCC(C)CC3)cc2c1=O
    ., -5%, ., ., 0%, 5%, 20%, ., .
- COc1ccc(Nc2nc(C(=O)N3CCc4cc(OC)c(OC)cc4C3)cs2)cc1
    0, i, -3.1, -9%, 10%, ?, -28%, 5%, -18%
- Cc1ccc(-c2noc(CN(C)C(=O)c3ccoc3C)n2)cc1
    2, -24%, 2.0, -13%, 13%, -5%, -23%, 0%, -16%
- CCOc1ccc(S(=O)(=O)NCC(=O)N(C)Cc2cccnc2)cc1
    -2, i, 0.2, -8%, 0%, -8%, 1%, -13%, 9%
- COc1ccc(C2=CCN3CCCCC3C2)c(-c2ccc(OC)c(OC)c2)c1 (stereo not drawn)
    4, -19%, -0.4, 5%, -2%, 1%, 0%, 2%, -1%
- Cc1ccc(/C=C2\SC(=S)N(CCCC(=O)Nc3ccccc3C(=O)O)C2=O)cc1
    -21, -24%, -0.7, 19µM*, -6%, -24%, -22%, 2%, 7%
- COC(=O)c1cccc(C(=O)N2CCCC(C(=O)c3cc(F)ccc3F)C2)c1 (stereo not drawn)
    1, -1%, 2.2, -10%, 24%, -12%, 2%, 0%, -3%
- NC(=O)C1CCN(C(=O)CCSCc2ccccc2)CC1
    0, i, -0.6, -7%, 8%, -14%, 26%, 6%, -9%
- Cc1ccc2c(nc3s/c(=C\c4ccc(-c5ccccc5C(=O)O)o4)c(=O)n32)c1C
    ?, -68%[inhibitor], 3.0, -20%, 8%, -2%, 2%, 16%, -15%
- COc1ccc(-c2cc(NC=O)c3ncc(-c4cccc(C(=O)N(C)C)c4)n3c2)c(OC)c1
    -26, -19%, -0.8, -16%, 27%, 1%, -9%, -4%, 4%
- CCCC(=O)NC(Nc1ccc(S(=O)(=O)Nc2cc(C)on2)cc1)(C(F)(F)F)C(F)(F)F
    4, i, -0.6, -28%, -11%, -6%, 9%, 0%, -4%
- NC(=O)NN=C1CCN2CCCc3cccc1c32
    3, i, -1.7, -13%, 4%, 96%[activator], -6%, 10%, 18%
- COc1ccc(CCNC(=O)CCCn2c(=O)c3ccccc3n(Cc3c(C)cc(C)cc3C)c2=O)cc1OC
    ., -5%, ., ., 2%, 5%, 1%, ., .
- COC(=O)COc1ccc(S(=O)(=O)N2CCOCC2)cc1C
    ., i, -0.3, -1%, 5%, -2%, 0%, -2%, 9%

Compound activity (PubChem BioAssay)

A portion of the library (hit frequency here may not be typical).
